# Wnt act: activators of Wnt/beta-catenin signaling | 1.2% of 300,000 active | Wnt/beta-catenin reporter cell assay, activator, plate reader | activation, % at 9.35 µM | AID 743398; in the data active means activation above about 30%, passing the limit was not always enough;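 further: 0% = neutral control wells and 100% = positive control wells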
# NSD2 inh: blocks human histone methyltransferase NSD2. inhibition, % at 12.5 µM. O96028. AID 743445. NSD2 peptide methylation, AlphaScreen, 120 min. 0.54% of 310,000 active; in the data active means inhibition above about 50%
# MITF act: activators of MITF-driven TRPM1 promoter activity in SK-MEL-5 cells; 0.75% of 300,000 active; SK-MEL-5 TRPM1-promoter luciferase, 24 h; % of positive control, neutral wells = 0; activation, % at 12.5 µM; AID 588334;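 active means mean activation of at least 80% with every replicate also reaching 80%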;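 further: 0% = neutral control wells and 100% = parthenolide positive control wells; values of inactives mirror those of a sister screen read the other way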
# PvdQ acylase: P. aeruginosa PvdQ acylase inhibition; inhibition, % at 10 µM; AID 488965; purified PvdQ acylase, fluorescence plate reader; 0.063% of 340,000 active; in the data active means inhibition above about 30%, passing the limit was not always enough;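 further: 0% = vehicle neutral wells and 100% = reference inhibitor wells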
# dFosB act: activators of mouse delta FosB homodimer; P13346; purified delta FosB, TAMRA-CDK5 oligo fluorescence polarization; percent of positive-control signal above neutral wells; activation, % at 25 µM; 0.99% of 340,000 active; AID 493131;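 active means mean activation above about 17%, with every replicate also reaching it, limit read from the data, passing the limit was not always enough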;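 further: fluorescence polarization rise as delta FosB binds a TAMRA Cdk5 AP-1 oligo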
# HTR5A ag: HTR5A agonism, opioid heterodimer counter-screen; P47898; HTR5A agonist assay, luminescence, cell-based; activation, % at 9.3 µM; 0.61% of 340,000 active; AID 504692; in the data active means activation mostly above about 9.5%, no sharp cut-off; inactive means mostly below about 7.6%;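 further: 0% = cells with vehicle only and 100% = reference agonist; strong numbers were not always called active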
# Target sequence (P47898 whole entry, looked up): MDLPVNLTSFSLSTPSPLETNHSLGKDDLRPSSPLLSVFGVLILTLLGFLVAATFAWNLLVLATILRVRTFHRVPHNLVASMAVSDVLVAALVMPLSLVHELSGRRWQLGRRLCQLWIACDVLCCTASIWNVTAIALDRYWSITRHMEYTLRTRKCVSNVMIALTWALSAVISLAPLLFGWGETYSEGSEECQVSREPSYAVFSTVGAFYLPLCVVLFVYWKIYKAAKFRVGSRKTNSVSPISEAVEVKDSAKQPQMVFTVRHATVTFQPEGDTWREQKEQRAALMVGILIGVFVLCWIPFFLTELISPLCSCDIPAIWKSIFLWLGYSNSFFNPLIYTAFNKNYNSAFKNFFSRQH
# SR-BI DiI inh: inhibitors of mouse SR-BI mediated HDL lipid uptake; Q61009; ldlA[mSR-BI] CHO cells, DiI-HDL uptake fluorescence, 3 h; inhibition, % at 12.5 µM; 0.96% of 320,000 active; AID 488896;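 active means mean replicate inhibition of at least 70% and a set share of replicates each scoring 70 or more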;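 further: 0% = median of neutral control wells and 100% = median of positive control wells; values of inactives mirror those of a sister screen read the other way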
# Target sequence (Q61009 whole entry, looked up): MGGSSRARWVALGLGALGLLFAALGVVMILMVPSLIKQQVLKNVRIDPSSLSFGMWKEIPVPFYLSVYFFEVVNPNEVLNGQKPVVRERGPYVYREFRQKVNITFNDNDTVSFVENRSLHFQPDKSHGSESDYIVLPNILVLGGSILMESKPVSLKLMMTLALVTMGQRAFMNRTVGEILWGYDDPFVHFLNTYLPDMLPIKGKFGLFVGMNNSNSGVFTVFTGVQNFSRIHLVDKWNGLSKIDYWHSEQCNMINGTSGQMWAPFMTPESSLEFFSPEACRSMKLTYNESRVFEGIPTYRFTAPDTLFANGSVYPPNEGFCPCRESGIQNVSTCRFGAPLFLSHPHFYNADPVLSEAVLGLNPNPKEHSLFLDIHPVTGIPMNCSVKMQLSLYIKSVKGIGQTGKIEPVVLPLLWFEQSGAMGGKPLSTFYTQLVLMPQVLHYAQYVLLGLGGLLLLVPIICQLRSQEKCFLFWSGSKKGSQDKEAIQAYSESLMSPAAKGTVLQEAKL
# CDK5 p35 inh: inhibitors of human CDK5/p35 kinase | Recombinant CDK5/p35, ADP-Glo luminescence, 60 min | inhibition, % at 10 µM | 0.01% of 330,000 active | AID 488839;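 active means highest replicate inhibition of at least 50% and at least 75% of replicates reaching 50%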;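 further: plate controls were DMSO neutral control for no effect and GW8510 at 10 µM for full effect; many of its hits are not listed in these tables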
# V-ATPase pH: yeast V-ATPase proton transport regulation by pHLuorin; response, % at 10 µM; S. cerevisiae, pHLuorin cytosolic pH fluorescence; 0.37% of 350,000 active; in the data active means response mostly above about 7.3%, no sharp cut-off; inactive means mostly below about 5.4%; further: actives read high; inactives centre near 0; some compounds called inactive have numbers as strong as hits; reference of the scale not given here
# HTR5A inv ag: inverse agonist of human HTR5A in OPRM1-OPRD1 counter-screen. P47898. AID 504634. 0.083% of 340,000 active. inhibition, % at 9.3 µM. HTR5A cell line, luminescence, inverse agonism; in the data active means inhibition mostly above about 23%, no sharp cut-off; inactive means mostly below about 18%;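 further: 0% = cells with DMSO and 100% = no-cell wells with DMSO; some compounds called inactive have numbers as strong as hits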
# An asterisk follows results filed as active; nt = no result given.
mol,Wnt act,NSD2 inh,MITF act,PvdQ acylase,dFosB act,HTR5A ag,SR-BI DiI inh,CDK5 p35 inh,V-ATPase pH,HTR5A inv ag
Cc1cc(C)cc(C(=O)NCC(=O)OCC(=O)Nc2ccc(C)cc2Br)c1,2.6,nt,-8.9,-9.0,-8.2,0.6,16.8,-0.5,-2.3,-1.6
O=C(Cc1ccc(F)cc1)OCn1nnc2ccccc2c1=O,2.1,0.5,-2.1,-1.2,0.0,9.3,-8.6,-2.7,-0.1,-14.4
COc1ccc(C(=O)CSc2nc(C)cc(=O)[nH]2)cc1,nt,-5.7,-7.5,3.5,-8.8,-2.9,-8.6,-2.3,1.2,-1.4
CCN1CCN(C(=O)CCc2nnc3ccc(N4CCN(c5cccc(OC)c5)CC4)nn23)CC1,0.5,-1.9,14.3,-10.5,-1.8,-1.2,-30.7,1.7,1.1,4.6
Cc1ccccc1-c1ncc(CN2CCC(CO)(CCCc3ccccc3)CC2)cn1,-2.4,-0.3,nt,-3.5,-8.2,4.0,11.0,-1.8,0.4,-24.3
O=C(Oc1cccc(F)c1)c1ccc2c(=O)n3c(nc2c1)CCC3,-0.5,14.6,0.5,-14.6,-12.4,-2.3,-4.7,-2.3,5.1,5.7
COC(=O)COc1ccc(S(=O)(=O)NCc2ccccn2)cc1,0.2,-2.9,-10.1,1.9,-3.5,2.0,3.2,1.2,-2.9,-7.2
CC(C)NC(=O)c1cc2cc(Br)ccc2oc1=O,nt,-1.4,2.7,6.0,6.2,7.2,15.7,0.7,-0.9,6.2
O=C(NCc1ccccc1Cl)C1CCCO1 (centres undefined),-0.4,22.4,-0.2,-8.7,-5.8,-3.0,12.0,0.2,-0.3,-8.9
COCCn1c(-c2cccs2)nc2nc3ccccc3nc21,24.2,-6.0,nt,-31.0,-13.5,-5.2,-1.3,-3.7,8.5,5.7
CC(C)CC(NC(=O)C1CCC(C)CC1)C(=O)Nc1cccnc1 (centres undefined),nt,-0.5,-5.6,-11.8,-8.1,-1.9,25.8,1.5,0.4,-7.7
CC(C)(C)[C@@H]1COC(=O)[C@@H](Cc2ccc(F)cc2)C/C=C\C[C@H](CC(=O)N(CCO)Cc2ccccc2)C(=O)N1,-5.5,nt,1.7,-5.4,-8.9,2.6,-14.4,-0.1,-0.3,-1.4
CCOC(=O)C1CCCN(c2nc3ccccc3nc2C(C#N)C(=O)OC(C)C)C1 (centres undefined),0.0,-1.3,5.0,10.8,-6.2,8.4,-23.7,-0.4,4.7,-13.3
COc1ccccc1N1CCN(C(=O)c2cc(-c3ccc4c(c3)OCO4)on2)CC1,1.2,nt,-7.6,-3.2,-6.1,4.4,29.1,1.8,-0.5,33.4
CCn1cc(S(=O)(=O)Nc2ccc3c(c2)OCCO3)cn1,-4.0,-4.6,-22.5,6.3,0.9,-0.4,1.0,0.9,3.6,1.1
COc1ccc(-c2nnc3c4ccccc4c(C)nn23)cc1S(=O)(=O)N1CCN(CCO)CC1,7.4,2.1,nt,2.9,-59.2,3.5,7.9,-0.3,-1.2,0.9
Cc1ccc(C)c(NC(=O)Cn2nc(C)c3ccccc3c2=O)c1,-1.3,-0.3,nt,-16.8,-4.7,1.7,-8.4,-0.1,0.5,-21.2
Oc1ccc(Nc2ncnc3ccccc23)cc1,1.6,2.3,nt,8.8,-1.7,-1.8,-12.6,1.0,9.1,20.9
CCOC(=O)c1ccc(N2Cc3ccccc3C2=N)cc1,-0.5,-14.3,46.1,57.7*,-3.2,-0.9,-32.6,0.0,-1.6,3.7
CCN(CC)CCn1cnc2c1c(=O)n(CCOC(=O)c1cc(OC)c(OC)c(OC)c1)c(=O)n2C,1.3,2.9,6.3,-15.3,-9.2,nt,-6.1,1.4,-3.3,nt
Nc1c(-c2ccccc2)cnn1-c1ccccc1,28.2,0.7,79.0,-7.1,4.1,0.1,-11.3,5.2,-14.2,-0.5
CN(CC(=O)Nc1ccc(N2CCOCC2)cc1)C(=O)CSc1ccccc1F,-2.1,-0.6,0.1,-17.2,-6.9,0.6,-11.0,-11.2,3.6,-1.4
O=[N+]([O-])c1ccccc1CN1CCN(S(=O)(=O)Cc2ccccc2)CC1,-1.1,-5.7,-18.1,1.5,-6.1,-6.3,-5.9,2.6,-3.0,15.3
c1ccc(CN2CCOCCOCCOCCOCCOCCOCC2)cc1,0.7,-0.7,-3.6,-4.7,-2.4,1.6,-21.6,-2.9,4.9,-4.4
COC(=O)C1(C)NC(c2ccc(O)cc2)C2C(=O)N(c3ccc(F)cc3)C(=O)C21 (centres undefined),-2.0,-1.8,nt,-2.5,6.5,-1.0,-22.9,0.4,0.8,3.3
Cc1nnc(SCc2nc3sc(C(=O)O)c(C)c3c(=O)[nH]2)s1,-0.4,0.3,-1.2,-6.0,-4.5,-3.6,-13.7,2.3,-0.6,9.9
CN(NS(=O)(=O)c1ccccc1)C(=O)c1ccccc1,-7.5,0.6,3.5,-8.7,8.0,1.7,2.1,3.2,-3.7,-7.0
CCOC(=O)C1=C(C)NC(C)=C(C(=O)OCCNC(=O)c2cccnc2)C1c1cccc([N+](=O)[O-])c1 (centres undefined),nt,0.9,1.1,-19.0,-2.3,-0.7,-0.8,-3.8,-3.0,12.5
CN(C)CCN1C(=O)c2oc3ccc(Cl)cc3c(=O)c2C1c1cccc(Br)c1 (centres undefined),0.5,-2.1,nt,-10.7,-7.4,1.4,-4.0,-1.8,3.3,-3.7
CCNc1nc(NCC)n2c(SCC(=O)Nc3c(C)cccc3C)nnc2n1,-0.8,-2.8,-7.4,-7.3,-12.5,-9.6,8.9,-1.3,-1.9,3.0
CC(=O)c1cn(-c2ccc(Cl)cc2)c(=O)n(Cc2ccc(Br)cc2)c1=O,-6.8,-1.7,-10.4,1.8,27.2*,0.8,-11.2,0.8,0.7,-2.1
O=C(O)CCc1nnc(SCC(=O)Nc2cccc(C(F)(F)F)c2)[nH]c1=O,-1.0,-1.2,8.2,-9.0,-1.0,4.6,-49.8,0.9,-4.7,-12.7
O=C(CCc1nnc(C2CCCCC2)o1)NCc1cccc(-n2cccn2)c1,-2.0,1.5,-3.0,-5.4,-2.5,0.7,nt,-0.7,-1.9,-2.3
CC(=O)c1ccc(NC(=O)C2CC2c2ccccc2)cc1 (centres undefined),3.1,0.5,14.5,-18.5,-8.6,6.3,14.7,0.2,3.1,-16.3
COc1ccc(C(=O)NC(=O)NC2(C(Cl)(Cl)Cl)OCCO2)cc1,1.2,-1.3,39.5,-6.2,6.1,-1.5,22.3,-0.4,0.4,3.8
O=C(NCC1CCCCC1)c1ccc(F)cc1Cl,10.9,-2.1,74.8,-9.7,0.1,-5.5,-16.5,2.9,-5.0,16.3
CCCCCCCC(=O)Nc1cc(C(=O)NCCC)ccc1N1CCC2(CC1)CC(c1cccc(Br)c1)=NO2,-0.6,nt,-13.0,-11.8,-2.4,0.7,-9.4,1.1,2.1,13.4
CC(=O)c1cccc(NC(=O)N2CCc3ccccc3C2)c1,nt,-1.4,68.1,-19.2,-7.1,-0.9,23.4,-0.3,-3.5,2.8
COc1ccc(OC)c(NC(=O)c2cc3c(Cl)nc4ccccc4c3s2)c1,-9.7,30.6,-3.3,-9.4,-3.3,4.0,62.0,3.0,-1.2,-10.6
COc1ccc(C(=O)NNC(=S)NC(=O)c2ccc(OC)cc2)cc1,0.2,1.4,nt,-5.9,2.9,-1.0,-9.3,-0.6,-3.4,3.6
O=C(Cc1ccc(F)cc1)Nc1cccc(S(=O)(=O)N2CCCC2)c1,-2.2,-1.4,-9.2,-10.7,-4.3,-0.6,-21.8,0.2,1.4,1.5
CCOc1cc(C(C(=O)NCC2CCCO2)N(C(=O)Cn2nnc3ccccc32)c2ccccc2C)ccc1O (centres undefined),-2.4,-0.4,-4.7,-11.7,-12.2,4.1,-7.6,-0.3,0.6,6.4
CCOC(=O)N1CCC(NC(=O)c2cc(S(=O)(=O)N(CC)CC)ccc2F)CC1,nt,0.7,-11.1,-9.3,-9.3,-1.6,4.7,-0.7,-1.5,-20.5
Cc1ccc(S(=O)(=O)N2c3ccccc3NC(=O)C2CC(=O)Nc2ccccc2)cc1 (centres undefined),1.0,nt,-2.4,-3.5,-3.9,-3.8,-19.4,0.9,-3.1,6.6
Cc1occc1C(=O)Nc1cccc(C(=O)NCc2ccccc2)c1,nt,-2.6,3.7,-0.9,-6.6,3.9,38.2,1.1,10.2,3.7
O=C(/C=C/c1cccc(Cl)c1)c1ccc([N+](=O)[O-])o1,-24.5,nt,-96.5,-4.8,3.3,-7.0,30.2,0.2,15.8,18.7
COc1cc(OC)cc(C(=O)Nc2ccc3nc4n(c(=O)c3c2)CCCC4)c1,16.2,-2.7,35.7,20.0,-19.3,4.0,51.5,0.5,-1.5,-15.8
CC1(C)NC(=O)N(CC(=O)NNC(=O)c2ccccc2F)C1=O,7.0,-0.3,nt,-10.3,-0.8,5.4,-13.1,1.7,1.0,-13.7
Cc1ccc(S(=O)(=O)Cc2nc3ccccc3c(=O)[nH]2)cc1,nt,-0.5,-10.8,-5.2,1.4,2.1,nt,-1.0,-2.1,17.7
O=c1c2sccc2nc(SCc2cc(=O)n3cc(Br)ccc3n2)n1Cc1ccccn1,9.2,0.8,24.7,-5.9,-5.5,-0.5,-8.9,-0.3,-1.8,1.3
CC(Sc1nnc(N)s1)C(=O)Nc1nccs1 (centres undefined),3.7,-0.7,2.9,-8.9,2.3,3.7,-7.1,-0.4,5.6,-18.0
Cc1ccccc1OCCN1C(=O)C(=O)c2cccc(C)c21,nt,1.0,-3.0,-10.3,4.3,2.0,18.9,nt,1.4,-10.4
CSc1ncccc1C(=O)OCC(=O)Nc1ccc(S(=O)(=O)N2CCCC2)cc1,nt,0.4,7.1,10.9,-5.2,4.6,11.3,-0.4,-2.3,-19.8
Cc1nc(C(F)(F)F)c(C(=O)N=CN(C)C)s1,-1.5,-2.5,-3.8,-3.3,-1.8,4.5,-2.9,0.0,-0.1,-12.5
CCCCc1nc2cc(C(=O)N3CCN(c4cnccn4)CC3)ccc2o1,-0.5,-0.7,4.0,-7.6,0.0,0.5,-21.0,-1.0,-1.3,10.9
COc1ccccc1CNc1ncc(-c2ccc(F)cc2)n1C,0.3,10.6,9.2,-7.1,-5.1,-1.1,-5.9,-1.5,2.5,4.0
CCOc1ccccc1NC(=O)CN1CCN(C(=O)C2CCCO2)CC1 (centres undefined),1.1,-1.9,-10.8,-8.3,3.2,-1.8,-14.8,0.5,2.0,6.6
C(=N\n1c2ccccc2c2ccccc21)/c1ccccc1,-13.8,-0.9,-20.6,2.6,-1.2,-0.8,20.8,0.0,-1.6,9.9
O=C(Cn1c2[n+](c3ccc(C(F)(F)F)cc31)CCCCC2)Nc1ccccc1,1.3,-0.4,-6.5,-15.1,-1.8,nt,-8.4,-5.0,-2.2,nt
O=C(O)/C=C/C(=O)Nc1ccc(C2(c3ccc(NC(=O)/C=C/C(=O)O)cc3)c3ccccc3-c3ccccc32)cc1,-3.9,6.5,nt,-6.9,-10.0,26.4*,-3.9,-3.7,-3.6,-100.1
